FN deposit inh = fibronectin deposition inhibition. AH1F fibroblasts, Alexa488-fibronectin deposition fluorescence, overnight. 350,000 compounds, 0.086% hits. AID 743247. inhibition, % at 12.6 µM;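 active = mean inhibition across replicates of 30% or more, regardless of how many single replicates reach that level; inconclusive = mean under 30% yet at least half of replicates reach 30%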;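 also: positive control wells lacked labelled fibronectin entirely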
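Material: AH1F fibroblasts assembling fluorescent fibronectin matrix; amount: 10000 AH1F cells/well; medium: DMEM, 2% serum; reagent: Alexa488-fibronectin, 24 nM final in well; dosing: single compound dose, delivered by pin transfer; incubation: 1 h adhesion, overnight exposure; detection: fluorescence after three HBSS washes, excitation 485 nm, emission 525 nm; measure: fibronectin deposition inhibition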
miR122 inh = inhibitors of miR-122 in Huh7 cells; Huh7 miR-122 Renilla luciferase sensor, 48 h; neutral wells = 0, positive control = 100; activation (reporter increase), % at 12.5 µM; 340,000 compounds, 0.3% hits; AID 602342;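 active = mean replicate activation score at least 90 and every replicate individually at or above 90; inconclusive = only one of the two criteria met; inactive = neither criterion met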;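 also: higher luciferase means less miR-122 activity so hits act as miR-122 inhibitors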
INS-1E GSIS act = primary screen for activators of insulin secretion dependent on glucose, INS-1E cells, GLuc reporter luminescence | INS-1E GLuc reporter insulin secretion, 2-3 h | activation, % at 16.6 µM | 370,000 compounds, 0.61% hits;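 active = lowest replicate activation of at least 40%, so every replicate reaches that level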;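 also: 0% = median of neutral control wells and 100% = median of IBMX positive control wells; some compounds called inactive have numbers as strong as hits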
C2C12 statin = suppression of simvastatin myotoxicity; C2C12 myotubes + simvastatin, ATP luminescence, 48 h; scaled: DMSO 0, geranylgeraniol control 100; rescue of ATP level, % at 7.49 µM; 330,000 compounds, 0.78% hits; AID 602340;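 active = mean ATP rescue above about 67%, or every replicate alone reaching that limit, limit read from the data, passing the limit was not always enough; inconclusive = no clear call, values can overlap the other calls; inactive = mean under the limit and some replicate under it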;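 also: myotubes were challenged with 10 µM simvastatin during compound exposure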
PglD inh = blocks C. jejuni PglD acetyltransferase activity | 360,000 compounds, 0.098% hits | inhibition, % at 12.5 µM | AID 602405 | purified PglD enzyme, DTNB colorimetric CoA detection; in the data active = inhibition above about 16%, passing the limit was not always enough; inconclusive = no clear call, values can overlap the other calls; also: strong numbers were not always called active
Cneo AK release = Cryptococcus neoformans lysis via adenylate kinase release; C. neoformans lysis, adenylate kinase release luminescence, 4 h; normalised: neutral wells 0, clomiphene wells 100; lysis activity, % at 15 µM; 360,000 compounds, 0.2% hits; AID 651654;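 active = mean lysis activity across replicates of at least 80%, whatever share of replicates individually reach that level; inactive = mean lysis activity below 80%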
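Test system: log-phase Cryptococcus neoformans yeast cells. Input: 5 × 10^6 yeast cells/mL. Medium: fresh YPD growth medium. Doses: single dose. Incubation: static 4 h at 37 °C with compound, 1 h detection. Measured by: luminescent adenylate kinase detection reagent. Read-out: signal increase indicating cell lysis. Benchmarks: Clomiphene.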
PGC1a acetyl inh = modulators of PGC1a acetylation; AID 651687; inhibition, % at 15.6 µM; U2OS PGC1a acetylation, AlphaScreen anti-acetyl-lysine; with virally co-expressed GCN5 acetyltransferase; 350,000 compounds, 0.17% hits;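 active = every replicate shows inhibition of at least 40%; inconclusive = mean inhibition at least 40% but some replicate below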;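 also: 0% = neutral control wells and 100% = positive control wells; some results beyond the cut were filed as inactive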
F508del corr = CFTR F508del correction in bronchial cells. CFBE cells, YFP halide quenching; stimulated with forskolin plus potentiator P3; % fluorescence drop versus neutral controls. activity (quench increase), % at 7.58 µM. 350,000 compounds, 0.36% hits;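 active = mean added fluorescence quench of at least 8% versus neutral control, with both replicates also reaching 8%; inconclusive = only one of the mean or replicate conditions met; inactive = mean below 8% and not both replicates reaching 8%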;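 also: cells transiently co-express mutant CFTR-F508del with the halide-sensitive YFP; corrector assay measuring rescue of mutant channel to the surface after 24 h compound exposure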
The depositor's hits bear a star; ? = inconclusive; · = not tested or not shown; & = joins results of further samples; [ ] = remark or other dose.

smiles	FN deposit inh	miR122 inh	INS-1E GSIS act	C2C12 statin	PglD inh	Cneo AK release	PGC1a acetyl inh	F508del corr
Cc1ccccc1N1CCN(C2CCCN(C(=O)c3snnc3C)C2)CC1 (stereo not drawn)	10.3	-5.9	10.7	-5.3	-4.0	-2.3	-0.7	-1.4
CCCC(=O)Nc1ccc2c(c1)C(=O)N(C)[C@H]1CC[C@H](CC(=O)NCc3ccccc3Cl)O[C@H]1CO2	1.4	37.5[16.7 µM]	-2.2	-0.9	-2.5	2.6	-8.3	-0.2
COc1ccc(NC(=O)CCC(=O)c2cccs2)cc1S(=O)(=O)Nc1ccccc1Cl	-0.2	50.0	-3.9	-0.6	4.3	-4.8	-4.7	·
CCCCOCC(O)CN1CCN(C(C)=O)CC1 (stereo not drawn)	·	-0.4	·	13.1	-4.0	0.3	1.4	·
CC1CCN(S(=O)(=O)c2ccc(NC(=O)Cn3nnc(-c4ccccc4F)n3)cc2)CC1	4.5	3.3	-22.6	17.3	1.4	0.0	0.2	·
COc1ccc(CNC(=O)CN(C)Cc2ccc(SC)cc2)cc1	-0.9	-4.4	-0.1	17.0	3.4	-1.4	-1.9	6.5
CCc1ccc(NC(=O)C2CCCN(S(=O)(=O)c3ccc4[nH]c(=O)ccc4c3)C2)cc1 (stereo not drawn)	7.8	-3.5	0.6	?	4.5	-0.8	5.7	-0.4
O=C(Nc1cccc(Cl)c1)c1csc([C@@H]2C[C@H](O)[C@@H](CO)O2)n1	·	6.1	·	-8.0	2.6	-1.1	-0.5	-4.6
CCCNC(=O)C1(C)CCN(C(=O)c2cccc(OC(F)(F)F)c2)C1 (stereo not drawn)	1.7	-1.8	17.8	-1.2	-6.6	-0.1	-1.4	-1.4
Cc1ccc(OCC(=O)N2CCN(S(C)(=O)=O)CC2)cc1	3.5	1.4	21.2	3.4	·	·	2.0	0.4
C/C(CC(=O)Nc1ccc(N(C)C)cc1)=N\NC(=O)c1ccc([N+](=O)[O-])cc1	12.3	0.8	·	-4.1	-1.6	4.7	9.1	-1.7
CN(C)CCn1c(=S)[nH]c2ccccc2c1=O	·	0.1	·	-1.6	1.1	-0.7	8.4	·
O=c1cc(O)c2sc3nc(C(F)(F)F)c4c(c3c2[nH]1)CCCCC4	-15.3	1.1	20.3	-6.5	-2.2	-1.4	14.0	-4.2
Cc1ccc(Nc2nnc(SCn3nnc4ccccc4c3=O)s2)cc1	·	6.1	·	15.4	-0.2	1.7	-17.5	·
O=C(CSc1nnc(-c2ccccc2Cl)o1)N1CCCC1	0.7	-5.8	21.8	-7.4	-1.9	-2.7	·	0.2
CN(Cc1ccccc1)C(=O)C1(C)CCN1C(=O)Cc1ccc(Cl)cc1Cl (stereo not drawn)	11.7	3.6	-14.1	3.3	-1.2	-0.2	-11.1	7.1
COc1ccc(S(=O)(=O)N(C)CC(=O)Nc2ccccc2OC)cc1	·	-3.0	·	12.8	1.3	-0.2	-8.6	·
COCC(=O)N[C@H]1C=C[C@H](CC(=O)N2CCCCC2)O[C@@H]1CO	-5.0	-3.8[16.7 µM]	8.7	-3.3	-6.3	-2.5	13.7	1.3
O=S(=O)(Nc1nccs1)c1cnc(Cl)c(Br)c1	-7.2	1.6	-36.0	5.5	-5.0	0.7	-6.5	-5.3
COc1ccc(NC(=O)N(C)C[C@@H]2OCCCC[C@@H](C)Oc3ccc(NS(=O)(=O)c4cccs4)cc3C(=O)N([C@H](C)CO)C[C@H]2C)cc1	·	7.0[16.7 µM]	-3.9	·	1.9	-1.1	-10.3	2.3
CCOC(=O)c1ccc(-n2c(CCC(=O)O)ccc2-c2ccccc2)cc1	-0.9	·	13.8	17.9	-4.5	1.4	·	-1.2
O=C(NCC[C@H]1CC[C@@H](NS(=O)(=O)c2ccccc2)[C@H](CO)O1)c1cc(Cl)cc(Cl)c1	4.1	-2.4[16.7 µM]	7.4	23.2	1.7	0.1	-17.0	0.5
CCCNC(=O)N1C[C@@H](C)[C@@H](OC)CN(C)C(=O)c2ccc(NC(=O)C3CCC3)cc2OC[C@@H]1C	1.5	·	-5.8	7.5	1.4	-2.2	0.0	0.8
COc1ccc([Si](C)(C)[C@@H]2[C@@H](CCO)O[C@]3(C(=O)N(c4ccccc4)c4ccccc43)[C@H]2C)cc1	·	·	·	·	-0.5	0.0	-35.1	-10.1
O=C(O)c1cc(-c2ccco2)nc2ccc(Br)cc12	·	1.5&-0.8	-11.1	·	3.9	-1.3	5.1&-3.2	·

5 compounds from above, ordered by molar mass, falling:
smiles	FN deposit inh	miR122 inh	INS-1E GSIS act	C2C12 statin	PglD inh	Cneo AK release	PGC1a acetyl inh	F508del corr
COc1ccc(NC(=O)N(C)C[C@@H]2OCCCC[C@@H](C)Oc3ccc(NS(=O)(=O)c4cccs4)cc3C(=O)N([C@H](C)CO)C[C@H]2C)cc1	·	7.0[16.7 µM]	-3.9	·	1.9	-1.1	-10.3	2.3
CCCC(=O)Nc1ccc2c(c1)C(=O)N(C)[C@H]1CC[C@H](CC(=O)NCc3ccccc3Cl)O[C@H]1CO2	1.4	37.5[16.7 µM]	-2.2	-0.9	-2.5	2.6	-8.3	-0.2
COc1ccc([Si](C)(C)[C@@H]2[C@@H](CCO)O[C@]3(C(=O)N(c4ccccc4)c4ccccc43)[C@H]2C)cc1	·	·	·	·	-0.5	0.0	-35.1	-10.1
O=S(=O)(Nc1nccs1)c1cnc(Cl)c(Br)c1	-7.2	1.6	-36.0	5.5	-5.0	0.7	-6.5	-5.3
O=C(CSc1nnc(-c2ccccc2Cl)o1)N1CCCC1	0.7	-5.8	21.8	-7.4	-1.9	-2.7	·	0.2

Record cards (already shown). Values in the order: FN deposit inh | miR122 inh | INS-1E GSIS act | C2C12 statin | PglD inh | Cneo AK release | PGC1a acetyl inh | F508del corr
O=C(NCC[C@H]1CC[C@@H](NS(=O)(=O)c2ccccc2)[C@H](CO)O1)c1cc(Cl)cc(Cl)c1 reads 4.1 | -2.4[16.7 µM] | 7.4 | 23.2 | 1.7 | 0.1 | -17.0 | 0.5
COc1ccc([Si](C)(C)[C@@H]2[C@@H](CCO)O[C@]3(C(=O)N(c4ccccc4)c4ccccc43)[C@H]2C)cc1 reads · | · | · | · | -0.5 | 0.0 | -35.1 | -10.1

Carrying on:
smiles	FN deposit inh	miR122 inh	INS-1E GSIS act	C2C12 statin	PglD inh	Cneo AK release	PGC1a acetyl inh	F508del corr
COCCNC(=O)C[C@H]1C=C[C@H](NS(=O)(=O)c2ccc(C)cc2)[C@H](CO)O1	6.0	·	-1.7	2.5	-5.8	-1.8	5.3	-3.3
Cc1noc(C)c1S(=O)(=O)N(C)C[C@H]1OCCCC[C@H](C)Oc2ccc(NC(=O)Nc3ccc(C(F)(F)F)cc3)cc2C(=O)N([C@H](C)CO)C[C@H]1C	·	-5.7[16.7 µM]	10.7	·	0.9	1.0	-3.7	3.3
C[C@H]1CN([C@@H](C)CO)C(=O)c2cccc(NC(=O)Nc3ccc4c(c3)OCO4)c2O[C@H]1CN(C)C(=O)Nc1ccc(C(F)(F)F)cc1	·	-6.8[16.7 µM]	-13.6	·	-2.8	-3.1	2.8	3.6
Cc1ccc(S(=O)(=O)CCC(=O)NNC(=O)CN(C)S(=O)(=O)c2ccc(C)cc2)cc1	9.1	-3.7	3.2	7.1	4.6	-1.1	0.8	-3.7
Nn1c(COc2cccc(Br)c2)nnc1SCC(=O)NCC1CCCO1 (stereo not drawn)	·	-2.3	-10.0	0.2	1.9	-2.1	-0.1	3.1
COc1ccc(CCN(Cc2nc3ccccc3c(=O)[nH]2)C(=O)c2ccco2)cc1OC	·	6.5	·	16.7	-1.7	0.2	-13.1	·
CSc1nnc2c3cc(F)ccc3n(Cc3ccccc3)c2n1	2.5	163.6*	·	-9.2	1.5	9.9	-0.2	·
Clc1ccc(/C=N/N2CCN(Cc3ccccc3)CC2)cc1	0.5	-3.8	-26.7	2.7	6.6	0.3	0.5	-2.6
O=C(/C=C/c1ccco1)N(Cc1ccc(F)cc1)C1CCS(=O)(=O)C1 (stereo not drawn)	13.2	·	-19.0	·	·	·	-5.1	-1.4
COc1ccc([C@H]2C[C@@H](n3cc(-c4ccc(F)cc4)nn3)[C@H](O)CN2C(=O)c2cccs2)cc1	7.7	14.1	-38.6	-2.4	·	·	-6.0	-0.7
COc1ccc(C(=O)OCCN2CCOCC2)cc1OC	·	3.0	31.0	-2.9	-4.7	0.6	-1.4	·
Cc1nn(-c2ccccc2)c(Cl)c1C1C(C#N)=C(N)Oc2n[nH]c(C)c21 (stereo not drawn)	·	-5.4	·	7.8	3.1	0.7	4.0	·
NC(=O)CC(NC(=O)c1cccc(Br)c1)c1ccc(N2CCC(N3CCCCC3)CC2)c([N+](=O)[O-])c1 (stereo not drawn)	11.7	2.8	2.5	-12.8	0.2	0.2	1.7	2.1
COCCCN1C(=O)C(O)=C(C(=O)c2ccco2)C1c1cccc(Br)c1 (stereo not drawn)	2.1	-2.6	·	15.1	-3.0	0.1	-22.1	·
Cc1ccc(CN2CC(C(=O)NCCCSc3ccccc3)CC2=O)cc1 (stereo not drawn)	·	-5.3	-18.8	1.0	3.1	2.6	-1.4	-3.0
O=C(C[C@H]1C[C@@H]2c3cc(NC(=O)NC4CCCC4)ccc3O[C@@H]2[C@H](CO)O1)NCc1ccc(Oc2ccccc2)cc1	5.5	9.1[16.7 µM]	-1.9	-0.9	2.7	19.7	4.8	-2.4
CCN(CC)S(=O)(=O)c1cc(C(=O)Nc2cc(Cl)ccc2N2CCN(C)CC2)ccc1Cl	9.1	11.2	·	-4.7	-0.2	6.4	-3.6	·
CC(C)(C)OC(=O)CNC(=O)c1nc[nH]c1C(=O)NCc1ccccc1	2.7	2.0	0.2	3.2	3.1	5.6	-0.4	2.2
Cn1cnnc1SC1CCCCC1NS(=O)(=O)c1ccc(Cl)cc1 (stereo not drawn)	·	22.5	0.8	24.5	2.3	-1.4	5.0	-0.3
C[C@H](CO)N1C[C@H](C)[C@@H](CN(C)C(=O)c2ccccn2)Oc2ncc(C#Cc3ccccn3)cc2C1=O	·	·	19.0	10.7	-2.2	-5.4	-3.0	-1.0
CCN(CC(=O)N1CCCC1)S(=O)(=O)c1ccc(Br)cc1	7.2	0.8	1.7	-10.3	-2.0	1.4	-4.0	0.1
Cc1ccc2c(CC(=O)N3CCN(S(=O)(=O)c4ccccc4)CC3)coc2c1	4.9	4.1	3.0	1.7	-4.6	-2.7	·	-6.3
Cc1cccc(N(Cc2ccccc2)C(=O)Cc2ccc(S(=O)(=O)N3CCOCC3)s2)c1	1.5	0.3	-7.1	11.2	-13.8	-0.2	-7.9	0.4
CC1(C(=O)Nc2ccc3c(c2)OCO3)CCN1C(=O)c1ccccc1 (stereo not drawn)	12.7	-2.8	3.3	-4.9	12.2	0.8	22.5	-1.0
COC(=O)CN(n1cnnc1)S(=O)(=O)c1ccccc1Cl	-3.2	-1.7	·	-0.1	2.1	-0.3	18.7	·
CCCOc1ccccc1C(=O)Nc1ccc(S(=O)(=O)N2CCN(C)CC2)cc1	7.4	-7.4	15.1	6.0	-3.7	-4.9	-13.5	-0.5
COc1ccc2c3c(n(C)c2c1)[C@@H](CO)N(Cc1cccnc1)CC31CN(C(=O)c2cccnc2)C1	5.8	·	8.2	·	·	·	15.5	-3.8
